S100A4 MyoIIA – S100A4-myosin IIA interaction inhibition | P26447 | S100A4/TAMRA-MyoIIA peptide fluorescence polarization | inhibition, % at 10.7 µM | hit rate 0.14% among 360,000 | AID 652163;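 active means mean inhibition of at least 70% across replicates, with every replicate also reaching that level; inconclusive means mean inhibition reaches 70% but some replicates fall short; inactive means mean inhibition below 70%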
Target sequence (P26447 whole entry, looked up): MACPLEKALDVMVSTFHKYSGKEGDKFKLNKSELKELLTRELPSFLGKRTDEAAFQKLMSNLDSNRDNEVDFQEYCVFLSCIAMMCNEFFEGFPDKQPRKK
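Test system – S100A4 monomer (human) · Compound – single-point compound testing · Schedule – 5 min incubation before reading · Probe or stimulus – TAMRA-labelled myosin IIA heavy-chain peptide probe, 5 nM · Benchmarks – neutral control DMSO, positive control TFP · Medium – Calcium-containing HEPES buffer, pH 7.2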
E-selectin induc – induces E-selectin expression in human endothelial cells; P16581; HUVEC E-selectin immunofluorescence imaging; normalized: neutral wells 0, TNF-alpha wells 100; activation, % at 7.58 µM; hit rate 0.37% among 260,000; AID 686992;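 active means mean E-selectin-positive cell signal at least 10% of the positive control, reached in at least 60% of replicates, without over 20% cell loss; inconclusive means no rule given, readout overlaps actives, possibly toxicity-flagged; inactive means the rest, including those meeting only one limit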;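 further: in these data hits start at about 27%; measured in HUVEC primary endothelial cells; signal is the percent of cells scored E-selectin positive by PE staining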
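Read-out: % PE-positive cells | Test system: HUVEC | Doses: One compound dose added by pin transfer | Buffer or medium: EGM-2 over gelatin coat | Signal: Immunofluorescence imaging | Benchmarks: TNF-alpha, DMSO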
FN deposition inh – fibronectin deposition inhibition. AH1F fibroblasts, Alexa488-fibronectin deposition fluorescence, overnight. hit rate 0.086% among 350,000. AID 743247. inhibition, % at 12.6 µM;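 active means mean inhibition across replicates of 30% or more, regardless of how many single replicates reach that level; inconclusive means mean under 30% yet at least half of replicates reach 30%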;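 further: positive control wells lacked labelled fibronectin entirely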
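Material – AH1F fibroblast monolayer, labelled fibronectin deposition · Reagent – labelled fibronectin 24 nM · Timing – 1 h adhesion, overnight exposure · Measured by – fluorescence at 485 nm excitation, 525 nm emission · Read-out – inhibition of fibronectin deposition signal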
EWS-Fli block – inhibitors of EWS/Fli oncoprotein transcriptional activity; A673 NR0B1-luciferase reporter, viability-normalised; inhibition, % at 12.6 µM; hit rate 0.67% among 350,000;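 active means mean inhibition of at least 50% after viability correction, with every replicate also passing that limit; inconclusive means mean reaches 50% but only one of two replicates passes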;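 further: firefly luciferase signal divided by Alamar Blue viability fluorescence both relative to DMSO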
RAD54 inh – RAD54 (human) branch migration inhibition; hit rate 0.14% among 360,000; RAD54 Holliday junction branch migration, FAM/BHQ fluorescence; Q92698; inhibition, % at 10.4 µM; AID 602329;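 active means mean normalized replicate activity at least 40 and at least half of replicates scoring 40 or more; inconclusive means only one of the two criteria met; inactive means mean below 40 and under half of replicates reaching 40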;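 further: 0% = median of neutral control wells and 100% = median of positive control wells; inhibitors cause a drop in the FAM fluorescence signal; in these data hits start at about 50%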
Xi reactivation – activators of X-chromosome reactivation in mouse fibroblasts; XiGFP mouse fibroblasts, % GFP-positive cells imaging, 3 d; cells co-treated with 5-aza-dC sensitizer; scaled so ellipticine positive control = 100%; activation, % at 7.58 µM; hit rate 0.055% among 360,000; AID 743238;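 active means mean normalized replicate activation at least 10% and every replicate at or above 10%; inconclusive means only one of the two criteria met; inactive means mean below 10% and not all replicates reach 10%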;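 further: 0% = median of on-plate neutral control wells and 100% = ellipticine 6 µM median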
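material = 68-5-11 XiGFP fibroblast line | medium = DMEM plus 5-aza-dC sensitizer | schedule = 3 days compound exposure | benchmarks = positive control ellipticine, 6 µM final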
esBAF inh – SWI/SNF esBAF complex inhibition. mouse ES cells, Bmi1-luciferase knock-in reporter, 24 h; 100% = twice the neutral-well signal. reporter increase, % at 12.5 µM. hit rate 2% among 350,000. AID 602393; in the data active means activation above about 40%; inconclusive means no clear call, values can overlap the other calls;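 further: 0% = median of the plate's neutral control wells and 100% = double that signal; a rise in the Bmi1 reporter signal indicates esBAF inhibition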
RAD52 anneal inh – RAD52 (human) annealing inhibition | P43351 | recombinant RAD52 DNA annealing, FRET fluorescence | inhibition, % at 18.7 µM | hit rate 0.46% among 360,000 | AID 651710;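 active means every replicate showing at least 50% inhibition; inconclusive means mean inhibition at least 50% but not in every replicate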
Target sequence (P43351 whole entry, looked up): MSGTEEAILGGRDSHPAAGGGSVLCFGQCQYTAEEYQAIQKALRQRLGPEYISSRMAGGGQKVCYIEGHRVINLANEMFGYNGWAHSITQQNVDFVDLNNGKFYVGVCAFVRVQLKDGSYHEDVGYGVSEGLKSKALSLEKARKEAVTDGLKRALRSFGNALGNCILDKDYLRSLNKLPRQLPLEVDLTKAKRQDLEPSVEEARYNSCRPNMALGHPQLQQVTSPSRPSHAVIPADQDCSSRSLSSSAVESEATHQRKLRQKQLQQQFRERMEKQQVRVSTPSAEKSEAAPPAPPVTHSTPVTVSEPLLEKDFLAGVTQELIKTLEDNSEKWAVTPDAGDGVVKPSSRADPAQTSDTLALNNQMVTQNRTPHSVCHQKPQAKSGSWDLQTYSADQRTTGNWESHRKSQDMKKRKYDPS
An asterisk follows results filed as active; ? = inconclusive; . = not tested or not shown.

SMILES	S100A4 MyoIIA	E-selectin induc	FN deposition inh	EWS-Fli block	RAD54 inh	Xi reactivation	esBAF inh	RAD52 anneal inh
O=C(O)c1cc(N=Nc2c(O)ccc3ccccc23)cc(C(=O)O)c1	-4	.	-6	-17	.	0.0	.	-25
Cc1ccc(NC(=O)CN(C)S(=O)(=O)c2cccc3cccnc23)cc1F	-1	0.4	6	.	1	-0.1	-9	-13
COc1cccc(CNC(=O)CCC(=O)N2Cc3cccc(OC)c3Oc3ncccc32)c1OC	0	.	2	.	3	0.0	-6	-27
COCCCN=Cc1c(C)[nH]n(-c2ccc(Br)cc2Br)c1=O	0	12	6	1	.	0.0	.	-5
Clc1cccc(Cl)c1C1=NOC(c2nnc(-c3ccccc3)o2)C1 (configuration not stated)	9	0.1	-20	-87	1	0.8	50*	11
Cn1c(COc2ccc([N+](=O)[O-])cc2)nnc1SCC(=O)NCC1CCCO1 (configuration not stated)	-1	.	2	-4	1	0.7	-5	-3
O=C(O)CC/C(=N/Nc1ncc(C(F)(F)F)cc1Cl)C(=O)O	-2	.	10	3	.	0.3	.	-30
Cc1ccc(C)c2nc(SCC(=O)Nc3ccc4c(c3)OCO4)c(C#N)cc12	-1	.	-1	7	-12	0.0	0	-12
CN1c2ccccc2Sc2cc(N)ccc21	-9	.	-4	5	12	-0.2	20	-16
O=C(O)c1cc([N+](=O)[O-])ccc1NCCCc1ccccc1	-4	1.3	2	-4	1	0.0	5	-11
O=C(Nc1cccc(F)c1)N1CCC(c2ccccc2)CC1	-13	0.1	-2	-47	9	0.1	40	-5
O=C(COC(=O)c1cc(-c2cccs2)nn1-c1ccccc1)Nc1ccc(Cl)c([N+](=O)[O-])c1	3	.	7	-40	-3	0.2	.	-5
N/C(=N\OC(=O)CCCCCN1C(=O)c2ccccc2C1=O)c1ccccn1	6	0.3	-20	12	.	0.1	.	-7
COc1ccc(NC(=O)NC(C)C2CC3CCC2C3)cc1 (configuration not stated)	-1	-0.2	5	-5	.	0.2	.	-11
C[C@H](CO)N1C[C@H](C)[C@H](CN(C)C(=O)C2CCCCC2)Oc2cc(C#CCN(C)C)ccc2S1(=O)=O	1	-0.2	2	8	-8	-0.5	-3	-14
COc1cc(NC(=O)Nc2nc(C(N)C(C)C)cs2)cc(OC)c1OC (configuration not stated)	6	0.7	1	-15	8	0.0	-10	32
CN(C)C(=O)c1ccc(-c2ccc([C@H]3[C@H](C#N)N(C(=O)Cc4ccccn4)[C@H]3CO)cc2)cc1	-1	-0.3	7	4	6	0.3	-1	-17
C[C@@H]1CN([C@H](C)CO)C(=O)c2cccc(NC(=O)Nc3ccc(C(F)(F)F)cc3)c2O[C@@H]1CN(C)C(=O)Nc1ccccc1	4	0.4	.	8	8	0.0	-3	6
O=C(O)COc1ccccc1C=NNC(=O)c1ccccc1NS(=O)(=O)c1cccs1	0	0.1	3	-6	-9	0.9	-3	-9
O=C(C[C@@H]1CC[C@@H]2[C@H](COC[C@@H](O)CN2C(=O)c2ccncc2)O1)NCc1cccc(F)c1	-6	-0.2	-1	9	-19	0.0	-7	10
COc1ccccc1C#Cc1ccc2c(c1)[C@H]1[C@H](CCN1C(=O)c1ccc(F)cc1)[C@@H](CO)N2	0	0.2	3	.	.	0.1	.	11
Nc1cc2c(cc1Cl)-c1ccc(Cl)cc1C2=O	-5	0.5	.	-23	-2	0.0	14	-16
CC(NC(=O)c1ccc(Cl)cc1Cl)C(c1ccccc1)N1CCOCC1 (configuration not stated)	6	.	-2	0	.	0.0	.	-15
Cc1ccc(-c2cc(C(=O)NCCCN3CCOCC3)c3ccc(Cl)c(C)c3n2)cc1	-5	-0.6	-4	10	-4	-0.1	0	-8
C[C@H]1CN([C@@H](C)CO)C(=O)c2cc(NS(=O)(=O)c3ccc(Cl)cc3)ccc2O[C@@H]1CN(C)S(=O)(=O)c1ccc(Cl)cc1	-2	0.6	.	-4	-2	0.3	-2	12

Additional entries.
SMILES	S100A4 MyoIIA	E-selectin induc	FN deposition inh	EWS-Fli block	RAD54 inh	Xi reactivation	esBAF inh	RAD52 anneal inh
COc1ccc(C(CCNCc2ccc(OC(C)C)cc2)c2ccccc2OC)cc1 (configuration not stated)	-19	-0.3	-4	58*	2	0.0	-87	-43
CCc1nc2ccc(C(=O)N3CCN(C(=O)c4ccco4)CC3)cn2c1N(C)Cc1cccs1	6	0.1	3	-3	-3	-0.1	-1	-9
Cc1nc2ccccc2n1CC(O)c1ccccc1 (configuration not stated)	-7	0.0	-4	6	.	0.2	-8	7
C[C@H](CO)N1C[C@H](C)[C@H](CN(C)Cc2ccc(C(F)(F)F)cc2)Oc2ccc(NC(=O)C3CCCCC3)cc2CC1=O	-13	0.5	1	-2	3	-0.8	-5	-12
COc1ccc(C(=O)NCCN=C2NS(=O)(=O)c3ccccc32)cc1	0	.	-30	-5	-7	0.0	-3	-18
Cc1ccc(CNC(=O)C(Cc2ccccc2)n2cccc2)cc1 (configuration not stated)	6	.	4	-12	12	0.1	.	-18
Nc1nc(-c2ccccc2)[nH]c(=O)c1N	-2	-0.1	2	.	-4	0.0	.	-10
Cc1ccc(S(=O)(=O)N(C)C[C@@H]2OCCCC[C@@H](C)Oc3ccc(NC(=O)CCC(F)(F)F)cc3C(=O)N([C@@H](C)CO)C[C@@H]2C)cc1	-3	.	3	-4	-9	0.0	8	-19
Cc1ccc(S(=O)(=O)c2nc(-c3ccccc3)oc2SCC(=O)NCC2CCCO2)cc1 (configuration not stated)	-4	.	-1	-13	12	0.0	5	-8
Cc1ccc(F)cc1C(=O)N1CCCCC1c1cc(C(=O)Nc2ccccc2)no1 (configuration not stated)	1	-0.3	0	2	-2	0.0	3	-11
Cc1noc(C)c1NC(=O)N(C)C[C@@H]1OCCCC[C@H](C)Oc2ccc(NC(=O)Nc3ccccc3)cc2C(=O)N([C@@H](C)CO)C[C@@H]1C	.	0.2	.	-7	1	-0.7	1	.
COc1cc(Nc2nc3ccc(Cl)cc3n3cnnc23)cc(OC)c1OC	9	.	0	4	9	0.1	0	-5
Oc1cc(OCc2ccccc2)ccc1-c1[nH]ncc1-c1ccccc1	-3	1.1	-2	-2	-9	-0.2	0	-17
O=C(NCC[C@H]1CC[C@@H](NC(=O)Nc2cc(F)ccc2F)[C@H](CO)O1)Nc1ccc(Cl)cc1	-54	0.5	-4	-18	-2	-0.1	25	17
COc1ccc(NC(=O)CCn2c(=O)c3cccn3c3ccccc32)cc1	-2	?	8	.	4	0.0	1	6
C[C@@H]1CN([C@@H](C)CO)C(=O)c2cc(NS(=O)(=O)c3ccccc3)ccc2O[C@@H](C)CCCCO[C@H]1CN(C)C(=O)C1CCCCC1	-11	-0.3	10	2	-16	0.0	11	12
Cc1ccc2c(c1)CCCN2C(=O)c1ccncc1	-2	.	.	6	3	.	3	-18
Cc1ccc(NC(=O)c2ccc(S(=O)(=O)N3CCOCC3)cc2)cc1	3	0.2	-1	-39	4	0.0	15	-13
O=C(CCN1CCN(C/C=C/c2ccccc2)CC1)Nc1ccccc1F	4	-0.1	10	11	.	0.3	.	-20
COc1cccc(/C=N\NC(=O)c2ccc(Cn3cc(Br)c([N+](=O)[O-])n3)o2)c1O	-3	9.3	6	8	.	0.0	.	-6
CCOC(=O)c1ccc(COC(=O)CNS(=O)(=O)c2ccccc2)cc1	6	9.5	-5	1	.	0.1	.	-6
COc1ccc2c3c([nH]c2c1)[C@@H](CO)N(C(=O)Nc1ccc(F)cc1)CC31CN(C(=O)Cc2ccncc2)C1	23	0.2	.	-4	.	0.5	.	-36
Cc1ccc(S(=O)(=O)CCN2C=CC(C(F)(F)F)=NCC2)cc1	2	0.7	-21	-8	-1	0.0	-8	7
CC1CCCN(c2nc3c(c(=O)[nH]c(=O)n3C)n2CCCc2ccccc2)C1 (configuration not stated)	-2	-1.0	4	10	-5	0.0	-8	-4
CCn1c(SCc2cccc(OC)c2)nc2ccccc2c1=O	-2	0.3	4	4	0	0.3	-11	-5

Entries of single compounds, looked up by structure. Order of values: S100A4 MyoIIA | E-selectin induc | FN deposition inh | EWS-Fli block | RAD54 inh | Xi reactivation | esBAF inh | RAD52 anneal inh
`CCOC(=O)c1ccc(COC(=O)CNS(=O)(=O)c2ccccc2)cc1` across the screens: 6 | 9.5 | -5 | 1 | . | 0.1 | . | -6
`CCn1c(SCc2cccc(OC)c2)nc2ccccc2c1=O` across the screens: -2 | 0.3 | 4 | 4 | 0 | 0.3 | -11 | -5
`Oc1cc(OCc2ccccc2)ccc1-c1[nH]ncc1-c1ccccc1` across the screens: -3 | 1.1 | -2 | -2 | -9 | -0.2 | 0 | -17

The listing continues:
SMILES	S100A4 MyoIIA	E-selectin induc	FN deposition inh	EWS-Fli block	RAD54 inh	Xi reactivation	esBAF inh	RAD52 anneal inh
C[C@@H]1CN([C@@H](C)CO)C(=O)Cc2cc(NC(=O)Nc3ccc(C(F)(F)F)cc3)ccc2O[C@@H]1CN(C)Cc1ccc(C(F)(F)F)cc1	0	0.4	.	-2	-1	0.0	-7	-15
CNC[C@@H]1Oc2ncc(-c3ccccc3F)cc2C(=O)N([C@H](C)CO)C[C@@H]1C	-16	0.4	-7	-9	10	0.3	1	-17
COc1ccc(-c2ccc([C@@H]3[C@H](C#N)N(C(=O)c4cccc(F)c4)[C@H]3CO)cc2)cc1	-23	-0.6	4	-5	6	0.1	7	-124
O=C(NC1CCCCC1)N[C@H]1CC[C@@H](CC(=O)N2CCOCC2)O[C@H]1CO	0	0.9	5	-6	1	-0.1	-5	-3
CNC[C@H]1OCCCC[C@@H](C)Oc2ccc(NS(=O)(=O)c3cccs3)cc2C(=O)N([C@H](C)CO)C[C@@H]1C	-6	0.1	.	.	3	-1.3	-4	7
COc1ccc(/C=C(\NC(=O)c2ccco2)C(=O)Nc2ccc(C(C)=O)cc2)cc1	-4	0.7	.	8	-6	0.0	.	5
CC(C)C#Cc1ccc2c(c1)O[C@@H](CN(C)Cc1cccnc1)[C@H](C)CN([C@@H](C)CO)S2(=O)=O	0	0.2	4	5	-10	-1.2	1	-1
O=C(O)c1cccc(N/N=C/c2ccc(OC(F)(F)F)cc2)c1	-5	.	1	74*	0	0.0	-21	-4
Cc1cccc(C(=O)Nc2cc(S(=O)(=O)N3CCOCC3)ccc2N2CCCCC2)c1	-2	.	8	13	-4	0.0	-17	-23
C[C@H](CO)N1C[C@H](C)[C@@H](CN(C)C)OCCCC[C@H](C)Oc2ccc(NC(=O)c3ccncc3)cc2C1=O	12	0.1	.	-2	0	-0.1	-1	-19
Cc1ccc(S(=O)(=O)CCC#N)cc1	-3	.	-6	5	2	0.0	.	-12
CN(C(=O)CSc1cccc[n+]1[O-])C1CCCCC1	1	.	-5	4	7	0.0	0	-1
COc1cc(C(c2nnnn2C2CCCC2)N2CCN(C(=O)c3ccco3)CC2)cc(OC)c1OC (configuration not stated)	-2	.	0	7	0	0.0	-3	-11
COc1ccc(C(=O)/C=C/c2ccc(-c3ccccc3)cc2)cc1CSCC(=O)O	5	0.1	4	.	1	0.0	9	-5
